PGE2 EP2 inh: inhibitors of human EP2 prostaglandin E2 receptor; hit rate 0.52% among 260,000; P43116; inhibition, % at 25 µM; AID 1422; C6 glioma cells expressing human EP2, cAMP TR-FRET; cells stimulated with saturating PGE2;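 active = percent inhibition above 40 after rounding to a whole number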;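 also: rat C6 glioma host cells with rolipram phosphodiesterase inhibitor present; the protocol text gives 20 µM as final concentration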
Target sequence (P43116 whole entry, looked up): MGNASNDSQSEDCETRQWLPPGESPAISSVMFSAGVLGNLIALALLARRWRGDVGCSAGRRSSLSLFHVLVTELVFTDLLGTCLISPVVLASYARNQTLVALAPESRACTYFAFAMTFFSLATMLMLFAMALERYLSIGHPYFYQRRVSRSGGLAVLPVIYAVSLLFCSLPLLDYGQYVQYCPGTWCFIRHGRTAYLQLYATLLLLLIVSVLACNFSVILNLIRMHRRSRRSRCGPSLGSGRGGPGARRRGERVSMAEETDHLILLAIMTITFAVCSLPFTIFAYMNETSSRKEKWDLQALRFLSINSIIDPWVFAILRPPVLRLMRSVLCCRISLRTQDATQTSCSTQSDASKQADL
CHOP inhibitor: CHOP inhibition in unfolded protein response; CHO-K1 CHOP-promoter luciferase, tunicamycin-induced, 15-18 h; inhibition, % at 10 µM; hit rate 3.8% among 220,000;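 active = compounds that reduced the stress-induced luciferase reporter signal by more than about 70% of percent inhibition, limit read from the data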;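 also: 0% = tunicamycin plus vehicle and 100% = wells without tunicamycin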
FXIa inh: inhibitors of human coagulation factor XIa; P03951; purified FXIa, Boc-Glu-Ala-Arg-AMC fluorogenic substrate; inhibition, % at 5 µM; hit rate 0.14% among 220,000; AID 798;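 active = inhibition of at least 40%; inactive = inhibition below 40%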;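 also: fluorescence of freed AMC excited at 355 nm; 0% = enzyme without compound and 100% = no enzyme blank; many of its hits are not listed in these tables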
PPC-1+TRAIL kill: PPC-1 cancer cell killing with TRAIL present; PPC-1 cells + TRAIL, ATPLite viability luminescence; cell killing (% activity), % at 4 µM; hit rate 0.41% among 220,000;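 active = cell killing above 50% in the first pass at 4 µM, then a duplicate retest at 5 µM averaging 50% or more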;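 also: plate controls were cells with TRAIL plus DMSO for no effect and medium-only wells lacking cells for full effect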
Tb hexokinase: T. brucei hexokinase 1 inhibition; recombinant TbHK1, G6PDH-coupled NADH A340; inhibition, % at 10 µM; hit rate 0.11% among 220,000;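 active = inhibition of 50% or more in the single-dose primary screen; inactive = inhibition below 50%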
FXIIa inh 1536: inhibitors of human coagulation factor XIIa. hit rate 0.3% among 220,000. purified FXIIa, Boc-QGR-AMC fluorogenic substrate, 2 h. inhibition, % at 5 µM; in the data active = inhibition above about 40%;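 also: 0% = enzyme with no compound and 100% = blank without enzyme; many of its hits are not listed in these tables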
TNF necrop inh: TNF-alpha cell death inhibition in Jurkat FADD-/- cells | activation (protection from cell death), % at 10 µM | AID 463075 | hit rate 0.068% among 220,000 | Jurkat FADD-/- TNF necroptosis rescue, ATP luminescence, 24 h; 0 = TNF only, 100 = no-TNF cells;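 active = activation, meaning protection from cell death, of at least 50% relative to plate controls; inactive = activation below 50%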;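 also: necroptosis triggered by 40 ng/mL TNF-alpha added together with compound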
Wee1 degr inh: inhibitors of human Wee1 degradation. HeLa Luc-Wee1K328M stability, luciferase luminescence; 100% = proteasome inhibitor MG132 effect. reporter increase, % at 5 µM. hit rate 1.2% among 220,000. P30291;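 active = activation above the mean of all tested compounds plus 3 SD, set per screening run, cut at about 8.8% in these data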;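 also: cells exposed to compound for 20 h before luminescence read; 0% = DMSO alone and 100% = MG132 at 30 µM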
Target sequence (P30291 whole entry K328M): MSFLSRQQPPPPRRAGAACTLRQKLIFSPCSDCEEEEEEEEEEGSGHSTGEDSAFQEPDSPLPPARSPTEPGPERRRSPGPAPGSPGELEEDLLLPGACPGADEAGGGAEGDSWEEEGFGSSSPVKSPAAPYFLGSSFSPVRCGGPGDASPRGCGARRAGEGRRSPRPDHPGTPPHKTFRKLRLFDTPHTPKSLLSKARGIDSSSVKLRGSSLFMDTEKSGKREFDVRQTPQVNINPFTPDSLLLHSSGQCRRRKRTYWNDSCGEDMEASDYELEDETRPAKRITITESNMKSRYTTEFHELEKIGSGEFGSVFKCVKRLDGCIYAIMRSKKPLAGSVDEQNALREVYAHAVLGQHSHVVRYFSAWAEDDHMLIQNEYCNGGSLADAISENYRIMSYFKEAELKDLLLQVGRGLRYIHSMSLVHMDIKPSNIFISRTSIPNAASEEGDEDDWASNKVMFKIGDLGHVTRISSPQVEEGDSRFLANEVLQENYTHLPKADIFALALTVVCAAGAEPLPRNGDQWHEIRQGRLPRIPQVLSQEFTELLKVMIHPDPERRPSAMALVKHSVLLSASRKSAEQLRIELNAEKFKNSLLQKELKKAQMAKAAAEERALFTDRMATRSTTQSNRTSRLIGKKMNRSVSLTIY
L929 necroptosis: L929 zVAD cell death inhibition; L929 zVAD necroptosis rescue, ATP luminescence, 24 h; with zVAD 60 µM; viability rescue, % at 10 µM; hit rate 0.38% among 220,000;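 active = activation, scaled between plate controls, above about 75%, limit read from the data; inactive = activation under that limit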;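 also: 0% = zVAD with DMSO and 100% = DMSO alone without zVAD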
The depositor's hits bear a star; x = not tested or not shown; & = joins results of further samples; [ ] = another dose, or the depositor's remark. Some of the compounds tested, so the mix of outcomes need not match the whole.

mol	Wee1 degr inh	PPC-1+TRAIL kill	FXIIa inh 1536	CHOP inhibitor	Tb hexokinase	L929 necroptosis	TNF necrop inh	PGE2 EP2 inh	FXIa inh
C#CCOc1c(Br)cc(/C=N/O)cc1OCC	-3	13	24	34	-2	-1.0	-1.8	21	13
C=CCn1c(SCC(O)Cn2c3ccccc3c3ccccc32)nnc1-c1ccco1 (stereo not given)	0	-1	14	77*	-5	-0.2	-3.9	16	4
COc1ccc(Cl)cc1C(=O)Nc1ccc(NC(C)=O)cc1	2	14	5	-3	1	5.2	4.4	6	-4
CC1(C)C(CSc2nc3ccccc3[nH]2)C1(Cl)Cl (stereo not given)	4	6	9	5	2	1.4	3.9	3	3
Nc1c(C(=O)O)sc2nc(-c3ccccc3)cc(-c3ccc(Cl)cc3)c12	0	-10	12	18	-13	0.8	2.4	11	6
CCNc1nc(NC(C)C)nc(NS(=O)(=O)c2ccc(N)cc2)n1	6	14	-3	20	-6	0.2	0.5	8	-2
COc1ccc(NC2SC(=O)N(CC(=O)O)C2=O)cc1 (stereo not given)	0	-4	-7	-10	5	-0.1	-0.6	8	2
COc1cc(/C=C/C(=O)OCC(=O)NCc2ccco2)cc(OC)c1OC	-2	4	10	8	-8	0.3	0.1	7	8
O=C(NCCSCc1c(F)cccc1Cl)c1ccc(CN2CCOCC2)cc1	-2	16	3	-23	-2	-0.2	0.8	7	6
CN(C)c1ccc(C=Nc2ccc(N(C)C)cc2)cc1	-1	18	12	-22	-26	-0.6	-2.3	9	6
Cc1ccc(-c2n[nH]c(=S)n2/N=C/c2c(C)[nH]n(-c3ccccc3)c2=O)cc1	2	13	2	-3	-1	0.9	1.6	12	-2
COc1ccc(-c2cc(C(F)(F)F)nc(N3CCN(Cc4ccccc4)CC3)n2)cc1OC	-2	9	-2	19	-14	1.2	-1.3	3	-11
COc1ccc2nc(C)cc(N3CC(C)OC(C)C3)c2c1 (stereo not given)	9	15	22	7	-14	-0.4	2.2	6	2
COCCn1c(=S)[nH]c2cc(OC)c(OC)cc2c1=O	-2	-10	19	3	-15	-0.3	-0.6	20	3
CC(C)(C)SCCNC(=O)COc1ccc(Cl)cc1	0	7	14	13	1	0.8	0.5	1	1
COc1ccccc1-n1c(SCC(=O)NC(C)(C)C)nc(O)c(Cc2ccccc2)c1=O	-2	4	14	3	-6	0.0	-1.3	5	3
Cc1ccc(OCCn2c(CCCO)nc3ccccc32)cc1	1	0	17	-1	-10	-0.5	1.5	6&7	22
COC(=O)Nc1ccccc1C(=O)N1CCC(O)(c2ccc(Cl)cc2)CC1	-1	-18	8	14	0	0.6	0.9	5	6
CCOc1ccc(C2OC34CCCCC3C(C#N)(C#N)C2(C#N)C(=N)O4)cc1OC (stereo not given)	-1	17	-2	-55	-6	0.7	-14	3	-16
CCC1ON(c2ccccc2)C2c3nc4ccccc4n3CC12 (stereo not given)	x	-6	9	2	-8	-0.3	1.3	4	4
COc1ccc(/C=C/C(=O)OCn2c(SC)nnc(C)c2=O)cc1OC	-3	13	16	16	-14	3.9	-0.4	10	-5
Cc1cc(NC(=O)CSc2nc3c(c(=O)n2-c2ccc(Br)cc2)SCC3)no1	2	-7	16	-2	8	-0.1	-0.9	9	7
COC(=O)/C(=N/Nc1cccc(C)c1)N1CCCc2ccccc21	-1	-6	10	32	-18	0.1	-1.5	21	5
O=C(CC(=O)N/N=C/c1ccc(O)cc1)N/N=C/c1ccc(O)cc1	1	-18	9	14	-45	0.3	1.6	6	4
O=C(C(Cc1ccc(Cl)cc1)NS(=O)(=O)c1ccccc1)N1CC[C@@]2(O)CCCC[C@H]2C1 (stereo not given in full)	1	-14	3	54	1	-0.2	0.0	-6	-6
O=C(c1ccccc1)N1CCCCC(S(=O)(=O)c2ccc3ccccc3c2)C1=O (stereo not given)	3	14	6	31	-1	0.7	-1.8	5	-5
C=C(C)COc1ccc(-c2nc(N)ncc2-c2ccccc2OC)c(O)c1	0	-20	5	7	-36	2.9	1.2	7	-13
Cn1c(=O)[nH]c(=O)c2c1nc(NC1CCCCC1)n2Cc1ccccc1	0	10	-3	2	1	-0.8	-2.0	9	-2
N#Cc1c(NC(=O)CSc2n[nH]c(Cc3ccccc3)n2)oc(-c2ccccc2)c1-c1ccccc1	-1	20	14	28	8	0.7	-0.7	6	5
COc1ccc(N2C(=O)c3cccc4cc(Br)cc(c34)C2=O)cc1	2	25	x	29	-17	3.2	-0.3	11	0
CN(CCCCCC(=O)/C=N/O)Cc1ccccc1	-1	2	0	6	-9	-0.3	1.9	5	-7
O=C(NC1CCc2ccccc21)c1cc(COc2c(F)cccc2F)on1 (stereo not given)	-1	6	5	16	5	0.2	0.7	5	2
O=C(N/N=C/c1cc(Br)c(Br)o1)C(O)c1ccccc1 (stereo not given)	3	10	5	-4	-10	1.7	6.1	4	8
CCCCCCCN(C(=O)CCl)c1cccc(C)c1	2	16	15	20	2	1.4	-12	8	19
CN1CCN(c2nc3c(c(=O)[nH]c(=O)n3C)n2CCOc2ccccc2)CC1	0	-2	8	25	-1	-0.1	-2.9	12&8	-7
Cc1ccc(NCc2ccccc2OCc2ccccc2F)cc1	1	28	9	85*	7	-0.3	-0.7	9	0
Cc1cc(NO)c(C(C)C)cc1N=O	-2	3	8	-18	-20	78*	-1.5	5	7
CC(=O)Nc1cccc(NC(=O)C2CCCN2C(=O)Nc2cccc(C)c2)c1 (stereo not given)	4	22	11	16	-13	0.1	0.3	8	12
COc1cc(C2Nc3c(F)cccc3C3C=CCC32)cc(Br)c1OC (stereo not given)	-3	-2	7	5	-2	0.8	-0.5	6	-2
Cc1sc2nc(CN3CCOCC3)nc(NCCc3ccccc3)c2c1C	-1	-10	12	1	-4	-0.8	2.0	10	3
CC(C)N(c1nnc(N)s1)C(C)C	3	21	15	1	5	-0.5	-1.4	7&8	4
O=C1NN(c2ccc(F)cc2)C(=O)/C1=C/c1cccs1	-1	14	4	2	-5	1.8	-0.2	8	-5
COc1ccccc1NS(=O)(=O)c1cccc(NC(=S)NCCN2CCOCC2)c1	-3	11	12	3	3	0.1	-1.0	6	8
O=C(NCc1ccc(Cl)cc1)C(=O)NCC(c1cccnc1)N1CCN(c2ccc(F)cc2)CC1 (stereo not given)	2	1	1	65	-7	2.1	3.5	2	-5
COc1ccc(CC(=O)NNc2ncnc3c2cnn3C)cc1	1	26	16	35	-2	x	2.5	11	5
O=Cc1ccc(OC(=O)C2CC(=O)N(c3ccc(F)cc3)C2)cc1 (stereo not given)	0	-5	16	0	-36	-0.2	-0.9	5	8
Cc1ccc2occ(CN3CCN(c4ccccc4)CC3)c(=O)c2c1	0	21	6	38	-6	0.1	1.1	10	2
CCOC(=O)CC1C(=O)NCCN1S(=O)(=O)c1ccc(Cl)cc1Cl (stereo not given)	-1	23	13	-13	-4	-0.2	-4.6	11	1
N#Cc1cc2ccccc2nc1SCC(=O)Nc1ccc(S(=O)(=O)N2CCCC2)cc1	-1	1	12	9	-8	7.5	17	7&7	4
Cc1ccc(-c2c(C#N)c(N)nc3c2CCCCC3)o1	0	-2	16	0	-4	4.5	0.5	6	-23

Other structures follow:
mol	Wee1 degr inh	PPC-1+TRAIL kill	FXIIa inh 1536	CHOP inhibitor	Tb hexokinase	L929 necroptosis	TNF necrop inh	PGE2 EP2 inh	FXIa inh
CCN(C(=O)CSc1nnc(-c2cccs2)o1)C1CCS(=O)(=O)C1 (stereo not given)	-1	-3	3	-6	-2	-0.2	1.0	2	-2
O=C(Nc1ccccn1)c1ccco1	5	0	5	13	-6	0.1	-0.4	5	-5
S=c1nccc(-c2ccc(Cl)cc2)[nH]1	-2	-1	6	11	-6	-0.3	-6.5	13	-5
CCOC(=O)Cc1nn(Cc2ccc(Cl)cc2)c(=O)c2ccccc12	-1	21	7	23	-6	0.3	-0.1	0	-2
COC(=O)c1sc2ncn(N)c(=O)c2c1C	1	21	21	3	-3	1.1	1.3	4	10
CC(Sc1nc(NC(C)(C)C)nc(N(C)C)n1)C(=O)Nc1ccccc1 (stereo not given)	0	5	12	45	6	0.4	2.2	11	-1
CCOC(=O)C1C(c2cccs2)NC(=O)N(C)C1(O)C(F)(F)F (stereo not given)	0	21	23	-9	-12	0.1	3.2	3	5
N/C(=N\OC(=O)c1ccc(Cl)cc1)c1ccccn1	-4	3[5 µM]	16	20	2	0.3	-2.2	6	0
O=C(CSc1nnc(-c2cccnc2)n1CCc1ccccc1)N1CCCCC1	-2	-15	8	48	2	-0.5	-2.3	1	7
COc1ccc([N+](=O)[O-])cc1COc1ccc2c(-c3ccccc3)cc(=O)oc2c1	-1	-13	6	18	-12	-0.4	-10	x	-3

A few values from the entries so far:
O=C(CSc1nnc(-c2cccnc2)n1CCc1ccccc1)N1CCCCC1 | FXIa inh: 7
S=c1nccc(-c2ccc(Cl)cc2)[nH]1 | CHOP inhibitor: 11

Other structures follow:
mol	Wee1 degr inh	PPC-1+TRAIL kill	FXIIa inh 1536	CHOP inhibitor	Tb hexokinase	L929 necroptosis	TNF necrop inh	PGE2 EP2 inh	FXIa inh
CCN(CC)CCCn1c(C)cc2c(c1=O)C(c1cc(OC)c(OC)cc1OC)C(C#N)=C(N)O2 (stereo not given)	-1	1	14	-13	2	0.0	0.2	15	6
O=C(CN1N=C(c2ccc(Cl)cc2)CCC1=O)NCCN1CCc2ccccc2C1	3	0	6	38	-4	0.1	2.1	6	7
CC(C)CNC(=O)COC(=O)c1ccc(Cl)c(S(N)(=O)=O)c1	-1	27	20	32	-5	0.5	-0.7	x	2
O=c1c(CN2CCN(c3ccccn3)CC2)coc2ccccc12	-4	2	11	17	26	0.4	1.5	11	7
Cc1cc(NC(=O)CSCc2nc(-c3cccc(Cl)c3)oc2C)no1	2	-6	4	12	12	x	1.1	9	1
CC1CC(C)CN(c2oc(Cc3ccccc3)nc2C#N)C1 (stereo not given)	1	16	13	44	3	0.1	0.6	6	8
COc1cc(Cn2c(N)c(C#N)c3nc4ccccc4nc32)cc(OC)c1	1	8	-16	3	11	-0.5	-5.2	x	-11
Nc1cc(Cl)ccc1N1CCCC1	-2	3	2	-20	-3	-0.2	1.4	9	-11
O=Cc1ccc2oc3nc4n(c(=O)c3c(=O)c2c1)CCCS4	-2	15	1	19	-28	0.9	-0.3	2	4
CC(C)Sc1nnc(Cn2c(=O)sc3ccccc32)n1-c1ccccc1	-2	-16	17	25	-4	0.6	2.2	6	8
Cc1ccc(-c2csc(NC(=O)C3CC=CCC3C(=O)O)c2C(=O)OC(C)C)cc1 (stereo not given)	0	-20	4	3	3	0.7	0.0	x	4
CCOC(=O)CNC(=O)CSc1ncnc2c1cnn2Cc1ccccc1	-2	6	9	22	3	-0.3	-1.1	20	-4
C=CCN1C(=O)C(O)(CC(=O)c2ccccn2)c2ccccc21 (stereo not given)	-3	2	10	-12	-8	1.3	-0.3	4	1
S=C(NCc1cccs1)Nc1ccccc1	-2	13	2	3	14	-1.1	-7.0	12	-3
COc1cc(C(=O)ON=C2C=C(C)C(=O)C(C)=C2)cc(OC)c1OC	-2	22	90*	-138	-11	6.0	-2.0	24	-5
N/C(=N\OC(=O)c1ccc(Cl)cc1Cl)c1cccnc1	6	47	-1	14	-6	-1.1	0.9	14	-6

Screening results as filed in PubChem.
